APP 5UTR inh – inhibitors of APP translation via 5'UTR reporter, primary screen, APP 5'UTR luciferase, SH-SY5Y cells; inhibition, % at 2 µM; actives 0.82% (n = 190,000); SH-SY5Y APP 5'UTR-luciferase reporter, luminescence;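 active means inhibition above a set limit, derived from the sample mean plus 3 SD, cut at about 45% in these data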; further: values of inactives mirror those of a sister screen read the other way
Hsp70 act – Hsp70 transcriptional activators, primary screen, cell-based, HeLa, Hsp70 promoter luciferase, luminescence, 10 µM. HeLa Hsp70 promoter luciferase reporter; scaled: vehicle 0, proteasome-inhibitor control 100%. activation, % at 10 µM. actives 0.04% (n = 200,000);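 active means activation above the mean across all tested compounds plus 3 SD, cutoff set per campaign, cut at about 5.5% in these data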;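 further: 100% = MG132 at 30 µM as the positive control and 0% = DMSO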
STAT1 blocker – STAT1 signaling inhibitors, primary screen, cell-based, HTS, luciferase reporter | NIH 3T3 STAT1-luciferase reporter, IFN-gamma, luminescence | inhibition, % at 5.5 µM | actives 0.35% (n = 200,000);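 active means inhibition above a set limit, the mean inhibition across all tested compounds plus 3 SD, cut at about 34% in these data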;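 further: 0% = IFN-gamma with DMSO and 100% = IFN-gamma with 300 µM nifuroxazide; values of inactives mirror those of a sister screen read the other way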
Diaph inh CS – diaphorase inhibitors and chemical oxidizers, primary screen, counter-screen for diaphorase-coupled primary assays, biochemical, uHTS, resorufin fluorescence; diaphorase resazurin-to-resorufin fluorescence, NADH, 16 min; bacterial (C. kluyveri) enzyme, not human; inhibition, % at 20 µM; actives 0.69% (n = 190,000); AID 1217, 2008;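 active means primary screen inhibition at 20 µM above a set limit, cut at about 50% in these data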;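 further: plate controls were DMSO with full reaction for no effect and wells lacking NADH for full effect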
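Detection: fluorescence of resorufin formed from resazurin, Ex 544/Em 590 nm; test system: Clostridium kluyveri diaphorase enzyme; amount: 0.14 U/mL diaphorase, enzyme working solution; times: 16-min room-temperature incubation before reading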
Diaphorase act – compounds boosting diaphorase resazurin reduction – biochemical, uHTS, resorufin fluorescence, counter-screen for diaphorase-coupled primary assays, primary screen | activation factor at 20 µM | AID 1229, 2008 | actives 0.005% (n = 190,000) | Diaphorase/resazurin coupled assay, 16 min; active compounds read high; 1 = vehicle wells, 0 = NADH-free wells;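 active means diaphorase activity raised at least twofold by the compound at 20 µM; inactive means activation factor below 2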
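System – purified diaphorase enzyme from Clostridium kluyveri · Input – enzyme 0.07 U/mL final · Also added – final NADH 0.114 mM, resazurin 0.1 mM · Measured by – fluorescence of resorufin, 544 nm excitation, 590 nm emission · Timing – 16 min enzyme reaction, ambient temperature · Measure – resorufin increase flagging diaphorase activators or reducers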
G6PDH CS – L. mesenteroides G6PDH inhibitors, counter-screen for G6PDH-coupled screening assays, biochemical, Leuconostoc mesenteroides enzyme | Purified L. mesenteroides G6PDH, diaphorase/resazurin coupled fluorescence, 45 min | inhibition, % at 5 µM | actives 0.12% (n = 200,000) | AID 1020, 2008; in the data active means inhibition above about 50%
TLR4-MyD88 BLA – inhibitors of TLR4-MyD88 association in cells, primary screen, cell-based, HeLa CL3-4, BLA complementation, FRET ratio. Toll-like receptor 4 (Homo sapiens) + Myeloid differentiation primary response protein …. inhibition, % at 8.4 µM. actives 0.18% (n = 200,000). HeLa CL3-4 TLR4/MyD88 BLA complementation; in the data active means inhibition above about 25%;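 further: 0% = vehicle and 100% = reference inhibitor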
Target sequence (O00206 whole entry, looked up): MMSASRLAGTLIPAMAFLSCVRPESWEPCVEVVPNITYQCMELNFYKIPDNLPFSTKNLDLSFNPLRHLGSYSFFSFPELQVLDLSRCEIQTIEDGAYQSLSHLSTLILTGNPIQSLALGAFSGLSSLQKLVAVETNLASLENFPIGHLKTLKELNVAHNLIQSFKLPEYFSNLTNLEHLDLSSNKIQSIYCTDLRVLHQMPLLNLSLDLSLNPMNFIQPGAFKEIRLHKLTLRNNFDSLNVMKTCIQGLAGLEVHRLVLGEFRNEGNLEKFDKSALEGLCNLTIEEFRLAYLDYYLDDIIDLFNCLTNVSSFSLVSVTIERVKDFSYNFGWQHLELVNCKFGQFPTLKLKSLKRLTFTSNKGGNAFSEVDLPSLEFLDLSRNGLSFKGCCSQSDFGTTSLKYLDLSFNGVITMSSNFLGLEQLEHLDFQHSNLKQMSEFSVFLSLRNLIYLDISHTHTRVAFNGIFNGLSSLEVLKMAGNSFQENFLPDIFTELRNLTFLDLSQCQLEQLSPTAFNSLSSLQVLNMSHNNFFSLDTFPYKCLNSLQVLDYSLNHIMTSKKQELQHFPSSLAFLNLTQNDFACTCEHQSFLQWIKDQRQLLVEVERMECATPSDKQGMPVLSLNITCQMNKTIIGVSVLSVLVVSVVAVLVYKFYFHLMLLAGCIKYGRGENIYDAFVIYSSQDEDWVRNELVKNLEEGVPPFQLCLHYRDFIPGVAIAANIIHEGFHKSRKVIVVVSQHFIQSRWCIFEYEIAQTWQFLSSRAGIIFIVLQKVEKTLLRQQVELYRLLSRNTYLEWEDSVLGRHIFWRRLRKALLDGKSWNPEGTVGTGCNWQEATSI
Target sequence (Q99836 whole entry, looked up): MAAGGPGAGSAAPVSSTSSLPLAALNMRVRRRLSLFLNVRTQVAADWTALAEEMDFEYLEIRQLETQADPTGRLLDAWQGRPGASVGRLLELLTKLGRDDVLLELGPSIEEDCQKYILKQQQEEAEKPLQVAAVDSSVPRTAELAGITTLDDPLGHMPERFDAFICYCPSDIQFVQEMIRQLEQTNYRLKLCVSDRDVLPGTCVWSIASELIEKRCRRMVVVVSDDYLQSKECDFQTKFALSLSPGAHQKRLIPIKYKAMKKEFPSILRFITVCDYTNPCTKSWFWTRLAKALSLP
STAT3 inh – IL-6 driven STAT3 reporter inhibitors, primary screen, U3A cells, luciferase, luminescence, MLSCN library | AID 862, 2007 | IL-6 STAT3-luciferase reporter; host cell line lacks STAT1 | inhibition, % at 5.5 µM | actives 0.89% (n = 190,000);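 active means inhibition above the mean inhibition across all screened compounds plus 3 SD, cut at about 44% in these data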;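 further: 0% = DMSO only wells and 100% = 100 µM nifuroxazide control wells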
STAT1 activator – STAT1 signaling activators, primary screen, cell-based, HTS, luciferase reporter; NIH 3T3 STAT1-luciferase reporter, IFN-gamma, luminescence; 100% = IFN-gamma alone, no compound; activation (% of control), % at 5.5 µM; actives 2.6% (n = 200,000); AID 932, 2007;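 active means activation above the screen-wide mean activation plus 3 SD, cut at about 130% in these data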;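 further: raw ratio to IFN-gamma control signal so 100% means no change and 0% no light; values of inactives mirror those of a sister screen read the other way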
STAT3 act – IL-6 driven STAT3 reporter potentiators, primary screen, U3A cells, luciferase, luminescence, MLSCN library. AID 871, 2007. activation (% of control), % at 5.6 µM. actives 0.91% (n = 190,000). IL-6 STAT3-luciferase reporter; 100% = signal with IL-6 EC80 alone;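 active means activation above the screen-wide mean of compound activation plus 3 SD, cut at about 130% in these data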;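 further: 0% = background luminescence of wells with medium and substrate only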
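Material: STAT3-luciferase reporter U3A cells; Probe or stimulus: IL-6 (33 ng/mL); Incubation: compound pre-incubation 1 h before IL-6, then 6 h stimulation at 37 °C; Technique: luminescence from STAT3-driven luciferase reporter; Evaluation: % activation versus median of IL-6-stimulated wells; Controls: IL-6-only high control.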
* marks the source's active call; other numbers are inactive results; / = no result given.

SMILES	APP 5UTR inh	Hsp70 act	STAT1 blocker	Diaph inh CS	Diaphorase act	G6PDH CS	TLR4-MyD88 BLA	STAT3 inh	STAT1 activator	STAT3 act
CC(NC(=O)COC(=O)Cc1ccsc1)C1CC2CCC1C2 (configuration not stated)	-10	-0.4	7	-2	1	0	4	8	93	100
CN1CCC(NC(=O)c2cccs2)CC1	8	-0.2	4	2	1	-6	-5	6	97	99
CCCc1ccc(-c2cc(C(=O)Nc3ccc([N+](=O)[O-])cn3)c3ccccc3n2)cc1	-23	-0.2	-2	10	0.9	-20	2	23	102	83
CC(=O)OC1CC(C)N(C(=O)c2ccccc2)c2ccc(C)cc21 (configuration not stated)	8	-0.2	-8	11	0.9	4	2	-7	108	108
Cc1c(C(=O)O)sc(=S)n1-c1ccc(Cl)cc1	1	-0.2	-10	33	0.7	-14	-4	-2	109	105
Cc1nnc(SCCn2c(Br)nc3c2c(=O)[nH]c(=O)n3C)s1	2	-0.2	9	0	1	2	-7	-5	92	106
Cc1cc(S(=O)(=O)N(Cc2ccc(C(C)C)cc2)CC2CCCO2)ccc1-n1cnnn1 (configuration not stated)	-8	-0.1	1	13	0.9	7	-4	9	99	97
CCOC(=O)c1sc2nc3c(cc2c1N)COC(C)(CC)C3 (configuration not stated)	-175	0.3	-110	13	0.9	-2	-13	22	201*	84
CCCn1c(CCc2ccccc2)nnc1SCC(=O)N1CCOCC1	-1	-0.2	0	12	0.9	-3	0	6	100	99
CC12CC3(C)CC(C)(C1)CC(C(=O)NC(=S)N1CCOCC1)(C2)C3	-13	-0.1	10	19	0.8	6	-10	-1	91	108
CCOc1ccccc1N1CCN(C/C=C/c2ccc(N(C)C)cc2)CC1	-9	0.0	7	7	0.9	6	-5	12	93	96
O=C(CCCCCCN1C(=O)c2ccccc2C1=O)N1CCC(c2ccccc2)C1 (configuration not stated)	17	-0.5	-1	0	1	10	0	14	100	92
CC(=O)Nc1ccc(NS(=O)(=O)c2ccc(Cl)c(C(=O)O)c2)cc1	29	0.2	-8	14	0.9	6	-10	4	107	99
CC(C)CNC(=O)Cn1c(=O)c2c(ncn2CC(C)C)n(Cc2ccccc2)c1=O	1	-0.3	-1	6	0.9	0	-11	-4	101	104
O=c1c2cc(N3CCOCC3)ccc2[nH]c(=S)n1CCN1CCCC1	-13	-0.2	4	6	0.9	-35	5	2	95	102
Cc1ccccc1NC(=O)C1c2cccc[n+]2CC(=O)N1Cc1ccc2c(c1)OCO2 (configuration not stated)	-5	-0.3	-2	23	0.8	11	9	3	101	99
COc1ccc2c(Cl)c(-c3nnc4n3CCCCC4)sc2c1	-2	0.1	11	1	1	3	4	-2	91	105
O=C(/C=C/c1ccc(Cl)cc1Cl)NCCSc1ccccc1	-16	-0.2	-5	23	0.8	-18	20	-12	105	110
O=C(COC(=O)c1ccc(Cl)nc1)NCc1ccco1	-5	-0.4	-6	16	0.8	12	0	-2	104	103
Cc1cc(C)c(S(=O)(=O)NCCn2c(C)cc3ccccc32)c(C)c1	-11	-0.3	1	19	0.8	-18	-5	7	99	101
Cc1ccn2cc(-c3ccc(NS(=O)(=O)c4ccccc4)cc3)nc2c1	-7	0.0	-34	23	0.8	0	-3	13	130*	91
Cc1ccc(Cn2cc(S(=O)(=O)c3ccc(C(C)C)cc3)c(=O)c3cc4c(cc32)OCO4)cc1	5	-0.2	-6	17	0.8	-14	-3	-10	105	104
Cc1sc2nc3ccc(NCc4ccco4)nn3c(=O)c2c1C	3	0.4	1	18	0.8	6	-9	14	99	97
Cc1cc(C)c(S(=O)(=O)NC(C)C)c(C)c1-n1cnnn1	-20	-0.2	3	12	0.9	11	-5	3	95	99
O=C(CC1CC2CCC1C2)Nc1nc(-c2ccccn2)cs1 (configuration not stated)	-37	-0.1	-28	-4	1	5	8	-9	124	111
COc1ccc2oc(=O)c(/C(C)=N/Nc3nc(-c4cc(C)ccc4C)cs3)cc2c1	7	-0.6	-2	14	0.9	5	-8	-4	102	107
CC(C)CC(=O)N1CCN(S(=O)(=O)c2ccc3ccccc3c2)CC1	-2	-0.1	1	11	0.9	-2	4	18	99	90
COc1ccc(CN(C)C(C)C(=O)Nc2ccc(S(=O)(=O)N3CCCC3)cc2)c(OC)c1OC (configuration not stated)	-14	-0.3	26	12	0.9	4	-2	45*	75	64
COc1cccc(N=c2oc3c(C)ncc(CO)c3cc2C(=O)Nc2ccccc2OC)c1	-7	-0.1	8	13	0.9	13	-2	14	93	93
C#CCOCCOCCOCCNc1nc(N2CCOCC2)nc(N2CCN(C(=O)[C@H](CCC(=O)O)n3cc(C(N)[C@H](C)CC)nn3)CC2)n1 (some centres not stated)	-5	1.3	3	6	0.9	8	-1	/	99	/
Cc1ccc(COn2c(-c3ccc(Cl)cc3)nc3ccc([N+](=O)[O-])cc32)cc1	/	0.3	-38	23	0.8	8	-11	2	135*	104
CC1(C)Cc2nc(NCCCO)c(C#N)cc2CO1	-8	0.0	2	6	0.9	16	7	-11	98	111
O=C(O)CN1CCN(c2ncc(C(F)(F)F)cc2Cl)CC1	-14	0.1	-5	8	0.9	10	-6	7	102	98
NC(=O)c1ccccc1NC(=O)Nc1ccccc1Cl	0	0.4	0	6	0.9	2	-5	11	98	93
O=C(CS(=O)c1ccc(C(F)(F)F)cc1[N+](=O)[O-])Oc1ccc(Cl)cc1 (configuration not stated)	-24	0.8	22	11	0.9	3	10	-22	79	122
CCO/C=C1\C(=O)N(c2ccc(OCC)cc2)C(=O)c2ccccc21	-6	0.1	2	20	0.8	10	6	2	96	103
Cc1cc(NS(=O)(=O)N(C)C)ccc1C(C)C	11	-0.3	7	13	0.9	3	-11	3	95	97
COc1cc(NC(=O)Cn2c(-c3cncs3)nc3ccccc32)cc(OC)c1OC	-6	0.0	-1	12	0.9	6	2	10	101	97
O=C(NC1CCN(Cc2ccccc2)CC1)C1COc2ccccc2O1 (configuration not stated)	-2	-0.1	-6	1	1	1	-10	9	106	94
CSc1nc(NCCOCCO)c2sc3nc(-c4ccco4)c4c(c3c2n1)CCC4	-12	-0.3	2	35	0.6	6	-1	-2	98	108
Cc1cccc(OCCCOc2cccc3cccnc23)c1C	-14	-0.2	-4	28	0.7	3	5	12	104	94
CCOc1cc(/C=N/NC(=O)c2cc(C3CC3)[nH]n2)ccc1O	13	-0.3	-11	8	0.9	1	-5	4	109	99
COc1ccc(Cn2c(C)nnc2-c2cnn(C)c2N)cc1OC	-10	-0.1	3	-4	1	5	5	-7	97	107
CSc1nc2sc3c(c2c(=O)n1C)CCC(C)C3 (configuration not stated)	-16	-0.1	-11	11	0.9	4	-13	-9	110	111
CC1(C)CC(O)C(C(O)c2cccc([N+](=O)[O-])c2)C(C)(C)N1 (configuration not stated)	-11	0.0	-2	-2	1	13	-7	1	102	102
CCN(CC)S(=O)(=O)c1cc(NC(=O)CCNC(=O)c2ccccc2Cl)ccc1C	-21	-0.1	-7	7	0.9	2	-1	-2	106	110
COc1ccc(NC(=S)Nc2ccc(C)c(Cl)c2)cc1OC	-13	-0.1	0	1	1	5	-13	14	98	92
Cc1cc(C)n(C(=O)c2ccc(C)o2)n1	2	-0.4	5	-2	1	2	-10	8	96	94
Cc1ccc(NC(=O)c2cc(N3C(=O)C=CC3=O)ccc2N2CCOCC2)cc1Cl	77*	-0.2	6	6	0.9	-3	1	-5	95	107
CC1CCCCN1S(=O)(=O)c1ccc(S(=O)(=O)N2CCN(c3ccc(F)cc3)CC2)cc1 (configuration not stated)	0	0.0	0	1	1	3	6	-1	100	104

Profiles, looked up by structure.
Results for `CCOc1cc(/C=N/NC(=O)c2cc(C3CC3)[nH]n2)ccc1O` → APP 5UTR inh = 13; Hsp70 act = -0.3; STAT1 blocker = -11; Diaph inh CS = 8; Diaphorase act = 0.9; G6PDH CS = 1; TLR4-MyD88 BLA = -5; STAT3 inh = 4; STAT1 activator = 109; STAT3 act = 99
Results for `Cc1cc(C)n(C(=O)c2ccc(C)o2)n1` → APP 5UTR inh = 2; Hsp70 act = -0.4; STAT1 blocker = 5; Diaph inh CS = -2; Diaphorase act = 1; G6PDH CS = 2; TLR4-MyD88 BLA = -10; STAT3 inh = 8; STAT1 activator = 96; STAT3 act = 94

Continued:
SMILES	APP 5UTR inh	Hsp70 act	STAT1 blocker	Diaph inh CS	Diaphorase act	G6PDH CS	TLR4-MyD88 BLA	STAT3 inh	STAT1 activator	STAT3 act
N[C@@H](CO)c1nnc([C@H](CCC(=O)O)NC(=O)C2CCNCC2)o1	-10	-0.2	4	6	0.9	-1	-3	/	98	/
O=C(NCCc1ccccc1)C(c1cccs1)N(C(=O)CCl)c1ccc(Cl)cc1 (configuration not stated)	6	-0.3	15	1	1	-8	18	30	87	77
CCCC(=O)NCCc1nc2ccccc2n1CC(=O)c1ccccc1	20	-0.2	10	3	1	2	-11	3	91	97
O=C(NC1CCN(Cc2ccccc2)CC1)c1cc(-c2ccccn2)nc2ccccc12	0	0.2	1	-4	1	0	-13	-1	99	101
O=c1c(-c2ccnn2-c2ccc(F)cc2)cnc2n1CCS2	-7	0.4	5	-2	1	0	-4	5	96	100
O=C1CC(c2cccc([N+](=O)[O-])c2)c2c(ccc3ccccc23)N1 (configuration not stated)	12	-0.4	11	8	0.9	9	-1	12	90	95
CC(C)c1ccc(S(=O)(=O)N2CCN(CCC(=O)Nc3ccc(N(C)C)cc3)CC2)cc1	4	-0.5	1	11	0.9	-25	-4	1	99	103
CCOC(=O)c1c(C)[nH]c(C=Nc2ccc(OC)cc2)c1O	3	-0.3	-20	24	0.8	9	-1	2	120	101
Cc1ccc(C)c(/C(O)=C2/C(=O)C(=O)N(CCN3CCOCC3)C2c2ccc(C)o2)c1 (configuration not stated)	-6	-0.2	12	12	0.9	8	8	-37	89	136*
CCN(CC)S(=O)(=O)c1ccc(OC)c(NC(=O)c2cccc(C)c2[N+](=O)[O-])c1	1	0.4	2	20	0.8	0	-7	-12	95	114

Compound activity deposited in PubChem by several laboratories.
